Screening results as filed in PubChem.
procasp3 activ – activators of human procaspase-3 D3A mutant, primary screen, biochemical, absorbance, PC-3 D3A mutant, single concentration; activation, % at 8.5 µM; actives 0.11% (n = 330,000); Caspase-3 (Homo sapiens), P42574; recombinant procaspase-3 D3A, Ac-DEVD-pNA absorbance 405 nm;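 active = activation above the mean of all tested compounds plus 3 SD, cut at about 21% in these data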;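 also: 0% = DMSO alone and 100% = DMSO wells spiked with extra 5 µM PC-3 D3A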
Target sequence (P42574 whole entry D9A/D28A/D175A): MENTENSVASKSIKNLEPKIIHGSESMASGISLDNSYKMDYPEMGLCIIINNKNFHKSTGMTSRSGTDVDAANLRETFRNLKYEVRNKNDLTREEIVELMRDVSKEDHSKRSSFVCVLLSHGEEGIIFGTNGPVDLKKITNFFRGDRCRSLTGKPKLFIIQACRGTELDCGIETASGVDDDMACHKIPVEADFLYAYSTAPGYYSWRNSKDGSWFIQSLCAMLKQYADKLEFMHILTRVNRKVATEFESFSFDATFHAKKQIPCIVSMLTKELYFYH
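Assay system – Procaspase-3 D3A mutant, all three cleavage aspartates alanine · Controls – DMSO-only low control, 5 µM PC-3 D3A high control · Schedule – 1 h compound preincubation, 2 h substrate hydrolysis at 25 °C · Signal – 405 nm absorbance of p-nitroaniline, reads at 0 and 120 min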
GRK2 aptamer HTS – compounds blocking aptamer binding on GRK2 – biochemical, human GRK2, bead flow cytometry, HTS, primary screen; Beta-adrenergic receptor kinase 1 (Homo sapiens), P25098; FAM-aptamer displacement from GRK2; inhibition of aptamer binding, % at 10 µM; actives 0.59% (n = 330,000); AID 488847, 2010;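 active = inhibition of aptamer binding above 40%, roughly 3 SD of noise, on plates passing a quality check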;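 also: median bead fluorescence of bound FAM aptamer so fluorescent compounds give negative values; no value below 0 was filed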
proCasp7 act – procaspase-7 activators, primary screen, counter-screen for procaspase-3 activator project, biochemical, absorbance, HTS, human; recombinant procaspase-7, Ac-DEVD-pNA absorbance 405 nm; D23A/D198A/D206A triple mutant, cannot self-cleave; scale: DMSO 0, 5 µM enzyme 100; activation, % at 8.5 µM; actives 0.093% (n = 330,000); AID 463210, 2010;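 active = percent activation above the screen-wide mean plus 3 SD, cut at about 25% in these data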
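Assay system – Uncleavable procaspase-7 mutant enzyme · Quantity – 2 µM procaspase-7 mutant as dispensed · Times – 1 h preincubation, 2 h reaction · Dosing – single nominal 8.5 µM compound dose, 0.8% DMSO final · Buffer or medium – Zinc-free 50 mM HEPES buffer, pH 7.4, with NaCl and Triton X-100 · Detection – Epi-absorbance of released pNA at 405 nm, two timepoints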
PP5 primary – PP5 phosphatase inhibitors, primary screen, biochemical, fluorescence. Serine/threonine-protein phosphatase 5 (Homo sapiens), P53041. actives 0.18% (n = 320,000). purified PP5c, OMFP substrate fluorescence. inhibition, % at 6.7 µM;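 active = inhibition above the campaign's mean inhibition across all tested compounds plus 3 SD, cut at about 9.5% in these data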;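 also: 0% = DMSO only and 100% = 100 µM cantharidin control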
Target sequence (P53041 whole entry, looked up): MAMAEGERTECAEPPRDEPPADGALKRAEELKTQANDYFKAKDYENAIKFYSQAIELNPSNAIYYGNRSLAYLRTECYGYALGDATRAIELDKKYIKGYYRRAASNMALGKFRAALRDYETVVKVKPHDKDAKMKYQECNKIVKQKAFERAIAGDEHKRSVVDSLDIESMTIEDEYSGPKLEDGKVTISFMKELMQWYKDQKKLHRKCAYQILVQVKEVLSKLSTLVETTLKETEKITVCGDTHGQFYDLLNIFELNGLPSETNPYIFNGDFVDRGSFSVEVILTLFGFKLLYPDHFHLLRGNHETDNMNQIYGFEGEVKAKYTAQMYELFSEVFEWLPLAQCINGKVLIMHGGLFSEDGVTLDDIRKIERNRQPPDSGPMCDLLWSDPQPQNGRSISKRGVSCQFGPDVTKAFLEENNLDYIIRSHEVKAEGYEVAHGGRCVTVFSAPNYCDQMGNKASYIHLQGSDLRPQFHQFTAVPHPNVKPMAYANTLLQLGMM
HCV core dimer – inhibitors of HCV core protein dimerization, primary screen, biochemical, TR-FRET, high-throughput; actives 0.33% (n = 300,000); TR-FRET GST/Flag-core106 dimerization, 1536-well; inhibition, % at 5 µM;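 active = inhibition above the mean of all tested compounds plus 3 SD, set per screening campaign, cut at about 45% in these data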
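assay system = GST-tagged and Flag-tagged HCV core protein residues 1-106 | controls = unlabelled core106 and no-GST-core106 wells | incubation = compound-protein-antibody incubation 4 h at 22.5 °C | probe or stimulus = Eu donor and XL665 acceptor anti-tag antibodies | read-out = % inhibition based on acceptor/donor emission ratio | signal = TR-FRET 671 and 617 nm emission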
JMJD2C inh – inhibitors of GASC-1 histone demethylase, primary screen, biochemical, fluorescence, DELFIA europium; Lysine-specific demethylase 4C (Homo sapiens), Q9H3R0; GST-JMJD2C(1-420) H3K9me3 demethylation; inhibition, % at 2.35 µM; actives 0.069% (n = 330,000);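 active = more than half of a compound's replicate wells show inhibition beyond 50%, single wells judged on their own value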;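 also: signal counts dimethyl H3K9 product captured on neutravidin plate; 0% = median of DMSO wells and 100% = 0.3 times that DMSO median; strong numbers were not always called active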
PP1 inh – PP1-alpha phosphatase inhibitors, primary screen, counter-screen for PP5 inhibitor project, biochemical, fluorescence, OMFP substrate, single point | Serine/threonine-protein phosphatase PP1-alpha catalytic subunit (Homo sapiens), P62136 | purified PP1alpha | inhibition, % at 6.7 µM | actives 0.9% (n = 320,000);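 active = inhibition above the mean inhibition of all tested compounds plus 3 SD, computed separately for each screening campaign, cut at about 15% in these data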
Target sequence (P62136 whole entry, looked up): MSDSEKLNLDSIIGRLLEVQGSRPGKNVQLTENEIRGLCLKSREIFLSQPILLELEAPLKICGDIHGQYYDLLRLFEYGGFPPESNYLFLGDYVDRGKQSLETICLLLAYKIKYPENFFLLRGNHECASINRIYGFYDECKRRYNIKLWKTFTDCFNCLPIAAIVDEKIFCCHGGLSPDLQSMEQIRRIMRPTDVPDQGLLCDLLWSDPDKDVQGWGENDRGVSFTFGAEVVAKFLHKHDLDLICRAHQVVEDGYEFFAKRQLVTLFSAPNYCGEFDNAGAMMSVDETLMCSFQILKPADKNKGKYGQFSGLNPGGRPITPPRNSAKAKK
CTSL1 counter – Fasciola hepatica cathepsin L1 inhibitors, primary screen, counter-screen for PFM18AAP inhibitor project, biochemical, QFRET, fluorogenic peptide substrate; AID 1906, 2009; actives 0.49% (n = 300,000); recombinant F. hepatica cathepsin L1, Z-Leu-Arg-MCA fluorescence; inhibition, % at 5.96 µM;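 active = inhibition above the mean of all tested compounds plus 3 SD, set per screening campaign, cut at about 17% in these data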;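 also: 0% = plate median of test compound wells and 100% = 1 µM Z-Phe-Ala-diazomethylketone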
VLA-4 inh – inhibition in human VLA-4 binding assay, primary screen, VLA-4 allosteric modulator project, MLPCN library, flow cytometry, VLA-4 expressing cells. Integrin alpha-4 (Homo sapiens), P13612. ligand binding flow cytometry. inhibition, % (about 7 µM as worked out from the volumes in the protocol). actives 0.2% (n = 330,000); in the data active = inhibition above about 50%
* hit, by the source's call; · = no result given.

SMILES	procasp3 activ	GRK2 aptamer HTS	proCasp7 act	PP5 primary	HCV core dimer	JMJD2C inh	PP1 inh	CTSL1 counter	VLA-4 inh
C#CCOCCOCCOCCNc1nc(N2CCN(C(=O)CCCCCCCCCCNC(=O)[C@H](CCCCN)n3cc(C)nn3)CC2)nc(N2CCN(C(=O)CCCCCCCCCCNC(=O)[C@H](CO)n3cc(CCCSC)nn3)CC2)n1	2	0	-8	4.2	-5	-36	65*	2	6
C=CCn1cc(C(=O)NCCCN(CC)CC)c(=O)c2cc(S(=O)(=O)N3CCC(C)CC3)ccc21	2	1	4	-2.8	0	-4	3	1	-1
O=C1ON=C(c2ccccc2)/C1=C/c1ccc(-c2ccccc2[N+](=O)[O-])o1	-4	0	7	2.8	21	-1	8	2	29
CCCc1nn(-c2cc(Cl)ccc2OC)c2c1C(=O)CC(C)(C)C2	5	2	6	-0.8	-1	-6	-1	1	-1
O=C1Nc2cc(C(=O)N3CCN(c4ccccn4)CC3)ccc2S/C1=C\c1ccccc1	0	1	5	-0.7	19	6	4	6	20
C=C(C)CN1C(=O)C(=O)N(CC(=C)C)C1=O	-2	2	-5	2.5	2	0	3	0	-5
CCN(C(=O)c1ccc(C(C)(C)C)cc1)c1nnc(Cn2nnc3ccccc32)s1	0	0	-7	4.5	25	-32	14	4	-4
Cc1ccc(NC(=O)C(C)N2C(=O)c3ccccc3C2=O)nc1 (stereo not drawn)	5	4	-6	0.5	6	-12	-1	6	13
COc1ccc(N(CC(=O)NN=C2CCN(C)CC2)S(=O)(=O)c2ccccc2)c(OC)c1	-7	1	5	2.6	2	20	1	-2	33
Cc1nnc(SCC(=O)N2CCCCC2)n1CC1CCCO1 (stereo not drawn)	-1	0	1	-0.9	-6	0	6	-2	18
Cc1ccc(CNC(=O)CSCc2ccccc2)cc1	1	0	3	-1.6	1	14	-5	3	3
CC1(C)CC(=O)C(C2c3ccccc3Oc3ccccc32)C(=O)C1	5	8	5	4.0	-8	-3	-2	0	-11
CCn1c(C(C)NC(=O)c2ccc(OC)c(OC)c2)nc2ccccc21 (stereo not drawn)	0	0	7	3.2	0	-6	-1	1	16
COc1ccc(CCNC(=O)CSc2ccc(Br)cc2)cc1OC	-1	0	6	2.4	1	8	-1	-2	18
Cn1c(SCc2ccccc2F)nnc1-c1cnccn1	7	1	-5	1.0	-1	0	-1	6	·
CC(C)(C)OC(=O)N1CCC(c2c(C(=O)N3CCN(C(=O)c4ccco4)CC3)cnn2-c2ccc(F)cc2F)CC1	7	1	-1	2.2	-3	-17	1	-2	16
COc1ccc2c(c1OC)C(=O)N(c1ccccn1)C2	8	0	3	0.2	-1	-7	-1	0	-24
CC(=O)N1c2ccc(S(=O)(=O)NCc3ccccc3Cl)cc2CC1C (stereo not drawn)	1	0	-4	2.6	11	-2	4	2	23
Cc1cc(C)c(NC(=O)CN(C)CC(=O)Nc2cccc(S(=O)(=O)N(C)c3ccccc3)c2)c(C)c1	3	0	4	·	·	6	·	·	0
O=C(OCC(=O)N1CCc2ccccc21)c1ccccc1	5	0	8	0.0	-5	-6	-1	-2	-7
Cn1c(NC(=O)/C=C/c2ccc(Cl)c(Cl)c2)cc(=O)n(C)c1=O	0	0	6	0.3	9	-3	0	0	·
O=C(COc1ccc([N+](=O)[O-])cc1)Nc1ccc(C(=O)Nc2ccccc2C(=O)O)cc1	8	3	2	0.5	0	-17	2	1	-4
COC(=O)N/N=C/c1cn(CC(C)COc2ccccc2)c2ccccc12 (stereo not drawn)	-7	0	3	3.6	8	10	1	7	20
O=C(Nc1ccc(N2CCCC2)c(Cl)c1)c1ccc(Br)o1	2	0	1	4.4	16	-2	6	2	-4
CC(Oc1cccc(Br)c1)C(=O)NNC(=O)CCNC(=O)c1ccccc1Cl (stereo not drawn)	6	4	5	2.5	·	7	-1	·	5

Going on with the list.
SMILES	procasp3 activ	GRK2 aptamer HTS	proCasp7 act	PP5 primary	HCV core dimer	JMJD2C inh	PP1 inh	CTSL1 counter	VLA-4 inh
Cc1ccccc1NCC(=O)Nc1cc(S(=O)(=O)N2CCCCC2)ccc1C	6	0	4	-1.7	·	7	6	·	-4
O=C1OC(c2ccc(F)cc2)=N/C1=C\C=C/c1ccccc1	-1	0	8	0.3	13	-4	0	-4	44
CCOCCn1c(SCc2ccc(C)cc2)nc2c1c(=O)[nH]c(=O)n2C	-1	0	-1	1.2	3	1	3	-4	9
CCOC(=O)c1cc(NC(=O)c2cc(C)on2)cc(C(=O)OCC)c1	-8	2	-1	1.6	-2	-2	-4	0	-2
CN(/C=C/C(=C\C=[N+](C)c1ccccc1)OCCCS(=O)(=O)[O-])c1ccccc1	4	2	-10	-0.1	1	0	-1	2	-2
O=C(COc1ccccc1)Nc1ccc(S(=O)(=O)Nc2ccccn2)cc1	-2	0	-2	1.9	-9	2	0	2	0
CC(=O)c1cccc(NC(=S)N2CCCC2)c1	11	8	1	1.4	-10	-1	-2	-2	9
COc1ccc(NC(=O)C2CCCN2C(=O)NCc2ccccc2)cc1OC (stereo not drawn)	-1	0	4	0.5	-12	24	0	0	3
CC(CC(=O)Nc1ccccc1C(F)(F)F)c1ccccc1 (stereo not drawn)	1	2	3	2.2	5	-3	9	2	39
Cc1cc(C)c2c(n1)sc1c(O)cc(=O)[nH]c12	2	0	7	-0.3	5	0	6	1	11
CCCN1Cc2cccc(C(=O)NC(CC(=O)OCC)c3ccc(OCC)c(OC)c3)c2C1=O (stereo not drawn)	3	0	10	3.3	12	5	-5	-2	11
Cc1cc(C)n(CC(=O)NNC(=O)CC(C)c2ccccc2)n1 (stereo not drawn)	8	1	11	-3.0	·	11	-3	·	-5
Cc1ccc(N2CCN(C(=O)N3CCOCC3)CC2)cc1C	1	0	-1	-1.6	-2	2	-1	1	27
COc1ccc(Cl)cc1C(=O)NNC(=O)c1[nH]c(C)c(C(C)=O)c1C	6	3	-3	·	·	10	·	·	-4
Cc1ccc(Nc2nnc(SCC(=O)c3ccc(O)cc3O)s2)cc1	8	4	4	5.2	10	13	7	2	1
CC1(c2ccccc2)CC(C)(C)N(C(=O)C2CCCO2)c2ccccc21 (stereo not drawn)	6	7	-8	3.7	4	-3	10	-3	19
COc1ccc(N2CCN(C(=O)COC(=O)c3ccc(-n4nc(C)cc4C)cc3)CC2)cc1	2	0	5	0.9	·	4	-7	·	6
O=C1CC(N2CCN(c3ccccc3F)CC2)C(=O)N1c1ccc2c(c1)OCCO2 (stereo not drawn)	-6	0	-15	2.6	0	4	-2	-1	-3
O=C(Nc1nc(-c2ccc(F)cc2)cs1)C1CCCO1 (stereo not drawn)	3	1	11	1.2	-11	-2	2	3	0
Cc1ccc(C(=O)OCC(=O)NC2CCCC2)cc1C	4	1	0	0.0	5	-8	-2	-8	9
CC(=O)Nc1nc(C)c(-c2csc(Nc3ccc(S(N)(=O)=O)cc3)n2)s1	14	1	6	-0.3	0	3	-2	-3	9
O=C(CSc1nnc(COc2ccc(Cl)cc2Cl)o1)Nc1ccccn1	-3	0	5	2.5	5	1	2	2	13
O=[N+]([O-])c1ccc(S(=O)(=O)Nc2ccccn2)cc1	9	2	0	0.3	4	-12	-1	0	1
O=C(Cc1ccccc1)Nc1ccc(N2CCOCC2)cc1N1CCOCC1	3	3	2	-0.3	1	-6	-6	-5	2
COC(=O)c1cc(NC(=O)C2CC=CCC2C(=O)O)cc(C(=O)OC)c1 (stereo not drawn)	10	7	1	-1.1	0	-6	-1	2	1

Two compounds picked at random from those above:
SMILES	procasp3 activ	GRK2 aptamer HTS	proCasp7 act	PP5 primary	HCV core dimer	JMJD2C inh	PP1 inh	CTSL1 counter	VLA-4 inh
Cc1nnc(SCC(=O)N2CCCCC2)n1CC1CCCO1 (stereo not drawn)	-1	0	1	-0.9	-6	0	6	-2	18
Cc1cc(C)n(CC(=O)NNC(=O)CC(C)c2ccccc2)n1 (stereo not drawn)	8	1	11	-3.0	·	11	-3	·	-5

Single values from the list.
CCOCCn1c(SCc2ccc(C)cc2)nc2c1c(=O)[nH]c(=O)n2C | GRK2 aptamer HTS: 0
Cc1ccc(N2CCN(C(=O)N3CCOCC3)CC2)cc1C | CTSL1 counter: 1
COC(=O)c1cc(NC(=O)C2CC=CCC2C(=O)O)cc(C(=O)OC)c1 (stereo not drawn) | GRK2 aptamer HTS: 7

Going on with the list:
SMILES	procasp3 activ	GRK2 aptamer HTS	proCasp7 act	PP5 primary	HCV core dimer	JMJD2C inh	PP1 inh	CTSL1 counter	VLA-4 inh
NS(=O)(=O)c1ccc(NS(=O)(=O)c2ccc(C3CNC(=O)C3)cc2)cc1 (stereo not drawn)	-1	3	1	-5.3	-15	-1	-1	14	-13
O=C(COC(=O)c1cccc([N+](=O)[O-])c1)NCC1CCCO1 (stereo not drawn)	-1	9	-6	-0.6	-3	-4	-3	-5	0
CCn1nc(C(=O)OCC(=O)NCCN2C(=O)CSC2=O)c2ccccc2c1=O	-1	3	0	0.1	12	-8	4	-6	-5
CCc1nc(Nc2ccccc2F)c2oc3ccccc3c2n1	-4	0	-3	-0.8	0	2	4	5	-62
COc1cc(/C=C2\SC(=O)N(CCNC(=O)c3cnc(C)cn3)C2=O)cc(OC)c1OC	0	28	2	0.5	-15	4	-3	2	-2
CCCc1nnc(NC(=O)CN2C(=O)C3C4C=CC(C4)C3C2=O)s1 (stereo not drawn)	3	0	13	-1.4	-5	-21	1	5	9
CCN(CC)C(=O)Oc1ccc(NC(C)=O)cc1	0	4	2	3.9	-1	17	-9	0	7
CCOC(=O)C(C(=O)NCc1cccc(OC)c1)c1ncc(C(F)(F)F)cc1Cl (stereo not drawn)	4	0	-12	2.6	-5	3	2	0	18
Nc1ncnc(NCc2ccccc2)c1[N+](=O)[O-]	-4	0	2	0.5	3	1	-5	0	1
COC(=O)c1nnn(-c2ccc(F)c(Cl)c2)c1C(=O)OC	13	1	6	2.6	-1	1	3	0	8
CC(=O)c1ccc(N2CCN(CC(=O)Nc3ccccc3C(=O)NC3CC3)CC2)c(F)c1	-1	6	4	-0.6	·	2	-6	·	-13
O=C(CSc1nnnn1C1CCCC1)NCCc1ccccc1	-6	3	2	-3.1	-2	-25	-4	-2	6
COc1ccc(Cc2nnc(NC(=O)C3CCCO3)s2)cc1OC (stereo not drawn)	-5	0	-9	-3.1	5	-8	1	-2	-4
O=C(O)c1cccc(N/N=C/c2cn(-c3ccccc3)nc2-c2cccs2)c1	3	4	-1	2.1	11	-10	2	7	-3
